SENP8 inh: SENP8 protease inhibitors, primary screen, biochemical, luminescence; purified SENP8, Z-RLRGG-aminoluciferin cleavage; inhibition, % at 10 µM; actives 1.2% (n = 330,000); AID 2540, 2010
Target sequence (Q96LD8 whole entry, looked up): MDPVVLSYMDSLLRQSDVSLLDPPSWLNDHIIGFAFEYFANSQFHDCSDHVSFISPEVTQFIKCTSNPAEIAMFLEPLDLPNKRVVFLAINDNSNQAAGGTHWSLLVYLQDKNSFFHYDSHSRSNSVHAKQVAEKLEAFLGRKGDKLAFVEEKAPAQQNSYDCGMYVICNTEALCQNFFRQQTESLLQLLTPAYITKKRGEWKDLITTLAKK
UBC13 inh: UBC13 polyubiquitin chain formation inhibitors, primary screen, biochemical, TR-FRET, uHTS. Ubiquitin-conjugating enzyme E2 N (Homo sapiens), P61088. inhibition, % at 20 µM. actives 0.47% (n = 330,000). AID 485273, 2010; in the data active means inhibition above about 45%, passing the limit was not always enough
Gli-Sufu antag: Gli-Sufu pathway antagonists, primary screen, luciferase luminescence, Sufu-KO-LIGHT cells, uHTS | Sufu-KO-LIGHT fibroblasts, Gli luciferase reporter luminescence | inhibition, % at 5 µM | actives 0.74% (n = 340,000) | AID 588413, 2011;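 active means inhibition above about 55%, limit read from the data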;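 further: 0% = DMSO-treated cells and 100% = wells with medium but no cells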
EBI2 block: EBI2 receptor antagonists, beta-arrestin recruitment, primary screen, cell-based, luminescence, 7a,25-OHC stimulation, uHTS; G-protein coupled receptor 183 (Homo sapiens), P32249; 7a,25-OHC stimulated; inhibition, % at 5 µM; actives 0.81% (n = 360,000); AID 651636, 2012; in the data active means inhibition above about 38%;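 further: enzyme fragment complementation signal reports receptor beta-arrestin coupling in cells; 0% = agonist plus DMSO wells and 100% = wells without agonist; some results beyond the cut were filed as inactive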
Target sequence (P32249 whole entry, looked up, the tested form may be a part): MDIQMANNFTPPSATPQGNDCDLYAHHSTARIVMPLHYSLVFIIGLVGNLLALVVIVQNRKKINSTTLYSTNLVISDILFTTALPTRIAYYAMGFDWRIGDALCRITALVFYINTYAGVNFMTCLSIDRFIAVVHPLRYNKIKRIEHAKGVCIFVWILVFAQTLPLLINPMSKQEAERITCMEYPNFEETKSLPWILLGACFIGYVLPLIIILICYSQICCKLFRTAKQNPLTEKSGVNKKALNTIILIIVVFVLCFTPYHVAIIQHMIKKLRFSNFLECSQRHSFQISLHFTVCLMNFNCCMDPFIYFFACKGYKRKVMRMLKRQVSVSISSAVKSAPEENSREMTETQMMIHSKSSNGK
697 NFkB inh: inhibitors of PMA/ionomycin-induced NF-kB reporter, 697 cells, primary screen, B-cell NF-kB inhibitor project, cell-based, luminescence, uHTS. 697 B-cell NF-kB luciferase reporter, 16 h. inhibition, % at 4 µM. actives 0.33% (n = 330,000). AID 435022, 2010; in the data active means inhibition above about 35%
CCR6 antag: CCR6 receptor antagonists, primary screen, cell-based, CHO-K1, luminescence, beta-arrestin, uHTS; C-C chemokine receptor type 6 (Homo sapiens), P51684; inhibition, % at 20 µM; actives 0.49% (n = 340,000); CHO-K1 CCR6 PathHunter beta-arrestin, CCL20-stimulated; AID 493098, 2011;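 active means compounds whose inhibition of the agonist-driven luminescence signal at 20 µM reaches about 50%, limit read from the data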;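 further: cells stimulated with CCL20 at 14 nM final; plate controls were DMSO with CCL20 for no effect and DMSO without agonist for full effect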
Target sequence (P51684 whole entry, looked up): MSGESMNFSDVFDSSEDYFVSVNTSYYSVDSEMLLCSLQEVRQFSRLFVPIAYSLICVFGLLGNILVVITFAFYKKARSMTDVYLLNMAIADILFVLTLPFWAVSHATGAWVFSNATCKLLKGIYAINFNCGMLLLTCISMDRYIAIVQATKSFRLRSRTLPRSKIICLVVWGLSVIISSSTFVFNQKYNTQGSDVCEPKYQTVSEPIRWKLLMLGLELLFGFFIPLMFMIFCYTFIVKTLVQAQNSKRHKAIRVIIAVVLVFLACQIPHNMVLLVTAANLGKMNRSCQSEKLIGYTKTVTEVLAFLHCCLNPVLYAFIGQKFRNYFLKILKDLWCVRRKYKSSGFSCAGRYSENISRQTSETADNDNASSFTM
Jurkat NFkB inh: inhibitors of induced NF-kB luciferase reporter, primary screen, TCR NF-kB activation inhibitor project, cell-based, luminescence, uHTS; Jurkat, PMA/ionomycin-induced NF-kB luciferase reporter; inhibition, % at 4 µM; actives 0.53% (n = 330,000); AID 435003, 2010
Apaf1 inhib: inhibitors of human Apaf-1 apoptosome, primary screen, biochemical, DEVD-Rh110 fluorescence, uHTS; Apoptotic protease-activating factor 1 (Homo sapiens), O14727; reconstituted apoptosome caspase-3 activity; inhibition, % at 20 µM; actives 0.71% (n = 330,000); AID 489030, 2010; active means inhibition of at least 40% at 20 µM;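 further: plate controls were DMSO wells for no effect and DEVD-CHO caspase inhibitor wells for full effect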
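Material: reconstituted apoptosome with Apaf-1, cytochrome c, caspase-9, procaspase-3, dATP. Technique: Rh110 fluorescence intensity. Buffer or medium: pH 7.5 Hepes buffer with CHAPS, BSA, DTT. Times: 30 min plus 50 min, RT.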
Starred values were filed as active, the others as inactive. Unless noted, no stated cut-off is given here; in the data, active means inhibition above about 50%; inactive means the rest. A portion of the library. The share of hits here may be higher or lower than overall.

SMILES	SENP8 inh	UBC13 inh	Gli-Sufu antag	EBI2 block	697 NFkB inh	CCR6 antag	Jurkat NFkB inh	Apaf1 inhib
O=C1CCCCC1Sc1nnc(-c2ccc3c(c2)OCO3)o1 (stereo not given)	68*	4	-2	-9	9	0	-123	-2
CC(NS(=O)(=O)c1c(N)n(C)c(=O)n(C)c1=O)c1ccccc1 (stereo not given)	-3	2	-5	-6	2	9	6	-35
CCCCS(=O)(=O)C1CCS(=O)(=O)C1 (stereo not given)	6	2	-3	6	9	-1	-7	4
CCCCNC(=O)c1c[nH]c2ccc(S(=O)(=O)N3CCOCC3)cc2c1=O	4	4	9	-6	-8	-14	-3	-12
O=C1c2ccccc2C2NC(=O)C3(CCCCC3)N12 (stereo not given)	7	2	3	1	14	-4	2	3
Cc1nn(C)c(Oc2ccc(Cl)cc2)c1C(=O)Nc1ccc(F)cc1F	-7	6	13	9	-10	12	10	-12
CC(C)[C@H](NC(=O)OC(C)(C)C)c1nnc(S(=O)(=O)Cc2c(F)cccc2Cl)o1	-6	-19	1	8	-24	63*	-8	2
CCOc1ccc(C(=O)N[C@H](C(=O)Nc2cccc(S(=O)(=O)N3CCOCC3)c2)C(C)C)cc1	-1	2	0	-5	26	7	22	12
CC1=C(/C=C/C(C)=C/C=C/C(C)=C/CO)C(C)(C)CCC1	-11	-6	-1	6	-12	-3	9	8
CC(=O)Nc1ccc(S(=O)(=O)NCc2ccncc2)cc1	4	-5	56*	3	-17	9	8	-14
CC(C)CN(C(=O)c1ccc(=O)n(C)n1)c1nc2ccccc2s1	-7	5	-18	3	-21	21	-54	17
COc1ccc(CNC(=O)CN(C(=O)c2snc(C(N)=O)c2N)c2ccc(OC)c(OC)c2)cc1	3	19	48	3	19	5	-11	5
COc1ccc(-n2c(=O)c(CCC(=O)N3CCN(c4ccccc4O)CC3)nc3ccccc32)cc1	2	-12	9	3	15	2	1	20
CCOc1ccc(NC(=O)C2CCCN(S(=O)(=O)c3c(C)n[nH]c3C)C2)cc1 (stereo not given)	-8	-5	-23	-1	18	-2	-9	-3
COc1ccc(S(=O)(=O)N2CCC(C(=O)NCCC3=CCCCC3)CC2)cc1OC	0	-11	-3	-4	-6	3	15	-1
O=C(c1cc(F)ccc1F)N1CCC(N2CCC(C(=O)N3CCCC3)CC2)CC1	3	-2	57*	-7	-9	18	0	1
COc1ccccc1C(=O)OCC(=O)NC1CCCC1	-4	8	-10	9	-7	5	-34	4
NC(N)=Nc1nc(-c2ccccc2)c2cc(F)ccc2n1	-1	35	-7	-2	-15	9	11	12
CCOc1ccc(CCNC(=O)c2cc3ccccn3n2)cc1OCC	3	0	0	-8	-12	14	7	3
CCC(C(=O)OC)n1cnc2c(nnn2-c2ccc(F)cc2)c1=O (stereo not given)	-6	4	2	-5	4	12	2	5
COC(=O)CNC(=O)c1cccc(-c2ccc(OC)cc2)c1	-2	8	-2	0	2	5	-10	-5
COc1ccc2cc(C(=O)NCc3ccccc3CN3CCCC3)ccc2c1	-3	31	1	7	-7	25	-8	15
COc1ccc(N2CCN(C(CNC(=O)c3ccc4c(c3)OCO4)c3cccnc3)CC2)cc1 (stereo not given)	-1	0	0	-1	8	6	15	4
COc1ccccc1N1CCN(C(=O)CCc2nnc3ccc(N4CCC(C)CC4)nn23)CC1	4	-13	7	-9	1	7	19	-6
Cc1cc(NC(=O)CNCC(c2ccccc2)N(C)C)c([N+](=O)[O-])cc1C (stereo not given)	-1	2	10	7	-11	11	-25	11
Cc1ccc(C(=O)N/C(=C\c2ccc(Br)cc2)c2nc(=S)[nH][nH]2)cc1	8	-6	0	4	-45	29	-14	23
O=c1cc(-c2ccc(O)c(O)c2)oc2cc(O)cc(O)c12	13	28	5	-9	-192	19	19	8
COc1ccc(Cl)cc1C(=O)NNC(=O)c1cccs1	-12	-8	-40	-9	-81	7	-28	14
COc1ccc(CNC(=O)[C@@H](NC(=O)C2CCN(C(=O)[C@@H](N)CCSC)CC2)C(C)C)cc1	-15	-11	-3	-6	-38	3	-14	0
CC(=O)N1CC(C)c2scc(C)[n+]2-c2ccccc21 (stereo not given)	1	2	2	-10	-6	6	-3	-11
COc1ccc(NC(=O)N2c3ccccc3C(C)=CC2(C)C)cc1	-11	1	1	2	5	6	-10	8
O=C(Nc1ccccc1)c1cc2ccccc2o1	95*	3	-107	4	14	14	-148	1
O=C(Nc1cccc(Cl)c1)Nc1ccnc(-c2cccnc2)n1	3	30	-22	12	-60	0	15	8
CCc1nnc(NC(=O)Nc2ccc(Cl)cc2)s1	0	-3	-38	5	-44	-4	-24	-6
CNc1ccc(OC(F)F)cc1C(=O)c1ccccc1	5	3	-4	5	-2	18	-12	-10
O=C(Nc1nnc(C2CC2)s1)C1Cc2ccccc2CN1S(=O)(=O)c1ccccc1F (stereo not given)	-8	-14	-8	-10	-35	14	-34	6
COc1ccc(C(=O)NC(=S)Nc2cccnc2)cc1Cl	2	1	-38	-11	13	38	16	2
Cc1cc(=O)[nH]c(-c2ccccc2O)n1	-5	7	-4	-5	-7	-12	-36	1
CCCOC(=O)CCCCC1SCC(NC(=O)OC)C1NC(=O)OC (stereo not given)	0	-2	2	-7	1	-11	-15	-23
CCN(CC(=O)NCc1cccs1)C(=O)c1cccc(S(=O)(=O)Nc2ccc(C)cc2)c1	-2	5	-1	2	-7	4	4	3

Five compounds already listed, sorted by length of the SMILES, rising:
SMILES	SENP8 inh	UBC13 inh	Gli-Sufu antag	EBI2 block	697 NFkB inh	CCR6 antag	Jurkat NFkB inh	Apaf1 inhib
O=C(Nc1ccccc1)c1cc2ccccc2o1	95*	3	-107	4	14	14	-148	1
COc1ccc(Cl)cc1C(=O)NNC(=O)c1cccs1	-12	-8	-40	-9	-81	7	-28	14
CC(=O)N1CC(C)c2scc(C)[n+]2-c2ccccc21 (stereo not given)	1	2	2	-10	-6	6	-3	-11
O=C(Nc1cccc(Cl)c1)Nc1ccnc(-c2cccnc2)n1	3	30	-22	12	-60	0	15	8
COc1ccccc1N1CCN(C(=O)CCc2nnc3ccc(N4CCC(C)CC4)nn23)CC1	4	-13	7	-9	1	7	19	-6

The list continues.
SMILES	SENP8 inh	UBC13 inh	Gli-Sufu antag	EBI2 block	697 NFkB inh	CCR6 antag	Jurkat NFkB inh	Apaf1 inhib
O=C(CNC(=O)c1ccc(Cl)cc1)NCCCn1ccnc1	-4	2	5	-3	0	-9	-12	-4
COc1cccc(CN2CC(C(=O)NCCOc3cccnc3)CCC2=O)c1 (stereo not given)	6	4	-16	-10	-4	10	1	-7
O=[N+]([O-])c1ccc(/C=N/n2c(-c3cccnc3)n[nH]c2=S)cc1	-3	-26	-4	0	20	16	-6	21
Cc1cccc(-n2c(N)c(C(=O)N3CCN(C)CC3)sc2=S)c1	7	1	-7	-12	18	-2	9	-5
Cn1cc(/C=C/C(=O)N2CCCC(C(=O)c3cccc(C(F)(F)F)c3)C2)cn1 (stereo not given)	-4	0	-4	0	-5	-4	8	8
Cc1ccc(-n2c(=O)cc(N3CC(C)OC(C)C3)[nH]c2=O)cc1 (stereo not given)	2	-1	3	-5	16	-2	1	-7
CCOc1ccc(Br)cc1S(=O)(=O)NC1=NCCCCC1	-2	4	-4	-8	15	1	4	-2
CCOC(=O)N1CCN(C(=O)CSc2nnc(-c3ccccc3OC)o2)CC1	-2	-6	1	-9	28	-9	-2	-14
Cc1c(C(=O)NCCNc2ncc(C(F)(F)F)cc2Cl)cccc1[N+](=O)[O-]	5	-2	0	10	7	24	2	9
CN(C)CC1CCCCC1OC(=O)/C=C/c1ccccc1 (stereo not given)	-7	26	6	0	0	12	6	-9
CCc1c(C(=O)N2CCN(c3ccccc3F)CC2)[nH]c(C)c1C(C)=O	-1	8	8	-3	10	-4	6	4
CC(CCc1ccccc1)NCC#N (stereo not given)	1	3	3	-2	0	5	2	-18
OC1(c2ccccc2F)CCN(Cc2nnnn2Cc2ccc(F)cc2)CC1	7	-4	7	3	22	9	1	5
CCCc1c(C(=O)N/N=C/c2sccc2C)nnn1-c1nonc1N	0	2	-7	-9	19	-1	0	-2
Oc1ccc(C[C@@H]2CNCCN2CCc2cc(C(F)(F)F)cc(C(F)(F)F)c2)cc1	-10	34	9	-8	-8	7	16	32
CCC(=O)Nc1ccccc1C(=O)OC(c1ccccc1)c1ccccc1	-2	8	8	30	24	26	13	12
COc1cccc(CN2CC(C(=O)NCc3ccc(Cl)s3)CCC2=O)c1 (stereo not given)	3	-3	0	0	1	9	4	-13
CSCCC(NC(=O)c1ccc([N+](=O)[O-])cc1Cl)C(=O)OCC(=O)NCCCc1ccccc1 (stereo not given)	-4	6	-2	-12	31	-10	10	18
Cc1cccc(CNc2ncnc3ccc(-c4ccc5c(c4)OCO5)cc23)c1	4	3	-1	3	-8	4	1	23
Cc1ccc(S(=O)(=O)N2CC(O)C[C@H]2C(=O)OCC(=O)Nc2ccc(N3CCCCC3)cc2)cc1C (stereo not given in full)	0	-9	-24	-4	-4	4	2	22
Cc1ccc(-c2csc3nc[nH]c(=S)c23)cc1	-6	23	2	2	6	20	2	-2

Four of the compounds above, with each value named.
Cc1c(C(=O)NCCNc2ncc(C(F)(F)F)cc2Cl)cccc1[N+](=O)[O-]
  SENP8 inh: 5
  UBC13 inh: -2
  Gli-Sufu antag: 0
  EBI2 block: 10
  697 NFkB inh: 7
  CCR6 antag: 24
  Jurkat NFkB inh: 2
  Apaf1 inhib: 9

CN(C)CC1CCCCC1OC(=O)/C=C/c1ccccc1 (stereo not given)
  SENP8 inh: -7
  UBC13 inh: 26
  Gli-Sufu antag: 6
  EBI2 block: 0
  697 NFkB inh: 0
  CCR6 antag: 12
  Jurkat NFkB inh: 6
  Apaf1 inhib: -9

CCc1c(C(=O)N2CCN(c3ccccc3F)CC2)[nH]c(C)c1C(C)=O
  SENP8 inh: -1
  UBC13 inh: 8
  Gli-Sufu antag: 8
  EBI2 block: -3
  697 NFkB inh: 10
  CCR6 antag: -4
  Jurkat NFkB inh: 6
  Apaf1 inhib: 4

CC(CCc1ccccc1)NCC#N (stereo not given)
  SENP8 inh: 1
  UBC13 inh: 3
  Gli-Sufu antag: 3
  EBI2 block: -2
  697 NFkB inh: 0
  CCR6 antag: 5
  Jurkat NFkB inh: 2
  Apaf1 inhib: -18

Compound activity (PubChem)
